KDM4E inh = JMJD2E (human) inhibition. JMJD2E catalytic domain, FDH-coupled NADH fluorescence (FDH is formaldehyde dehydrogenase). Potency, µM (doses to about 57.1 µM), without a hit: top-dose activity change, negative = inhibition, most hits filed as inhibitors. 230,000 compounds, 1.6% hits; active = well fitted inhibition curve with a large enough effect, not every such curve was filed as active; inconclusive = small, poorly fitted or top-dose-only effect, or another doubt; inactive = no such curve, though single readings can be large or run the other way;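 also: 0% = wells with enzyme and -100% = buffer wells without enzyme; nearly all actives have a fitted effect of over 50% in size; many of its hits are not listed in these tables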
Target sequence (B2RXH2 1-337 limits assumed): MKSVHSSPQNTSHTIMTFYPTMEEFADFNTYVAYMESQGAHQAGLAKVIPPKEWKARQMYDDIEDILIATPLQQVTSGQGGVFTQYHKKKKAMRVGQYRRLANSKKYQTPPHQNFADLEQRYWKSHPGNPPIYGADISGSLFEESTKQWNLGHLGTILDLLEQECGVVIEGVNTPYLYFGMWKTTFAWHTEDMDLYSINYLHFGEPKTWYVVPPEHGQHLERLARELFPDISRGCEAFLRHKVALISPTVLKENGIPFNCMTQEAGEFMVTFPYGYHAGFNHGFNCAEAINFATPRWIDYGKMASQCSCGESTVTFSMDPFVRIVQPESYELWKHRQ
SMN2 splice enh = SMN2 splice variant enhancement. HEK293 SMN2-luciferase splicing reporter, luminescence, 30-36 h. 210,000 compounds, 2.8% hits. Potency, µM (titrated, usually from 46.1 µM), without a hit: top-dose activity change, positive = activation, most hits filed as activators; also: % of control where 0% means no effect; nearly all actives have a fitted effect of over 55% in size
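qHTS luciferase splicing reporter: luminescence rises when SMN2 exon 7 is included in transfected HEK293 cells. Compound exposure lasted 30-36 h at 37C, with 4.5 mM final sodium butyrate as control, followed by a ONE-Glo read.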
ALDH1A1 block = inhibitors of human aldehyde dehydrogenase 1A1; Potency, µM (series often up to 75.3 µM), for the others: at the top dose activity, negative = inhibition, most hits filed as inhibitors; P00352; Purified ALDH1A1, NADH fluorescence, propionaldehyde substrate; AID 1030; 220,000 compounds, 7.3% hits; active = well fitted inhibition curve with a large enough effect, not every such curve was filed as active; inconclusive = small, poorly fitted or top-dose-only effect, or another doubt; inactive = no such curve, though single readings can be large or run the other way;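 also: plate controls were no enzyme wells and a reference inhibitor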
Target sequence (P00352 whole entry, looked up): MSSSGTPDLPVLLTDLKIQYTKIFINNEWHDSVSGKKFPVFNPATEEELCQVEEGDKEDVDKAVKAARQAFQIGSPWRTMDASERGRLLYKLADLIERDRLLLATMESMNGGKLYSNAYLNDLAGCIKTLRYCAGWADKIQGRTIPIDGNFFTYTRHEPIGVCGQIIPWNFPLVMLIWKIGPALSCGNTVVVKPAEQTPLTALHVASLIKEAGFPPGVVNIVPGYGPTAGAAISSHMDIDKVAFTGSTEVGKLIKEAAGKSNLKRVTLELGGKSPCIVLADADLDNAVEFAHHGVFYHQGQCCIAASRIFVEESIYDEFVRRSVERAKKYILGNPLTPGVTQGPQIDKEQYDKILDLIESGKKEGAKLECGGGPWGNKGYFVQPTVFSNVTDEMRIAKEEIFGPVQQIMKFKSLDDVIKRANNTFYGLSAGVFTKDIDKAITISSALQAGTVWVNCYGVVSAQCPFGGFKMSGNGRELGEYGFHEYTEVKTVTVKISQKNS
HttQ103 aggreg = reduces HttQ103-GFP aggregates in PC12 cells; PC12 HttQ103-GFP aggregates, Acumen cytometry, 40 h; Potency, µM (highest dose often 46.1 µM), for inactives: at the highest dose activity change, negative = inhibition, actives largely listed as inhibitors; 220,000 compounds, 1.1% hits; AID 1688; also: % is scaled to controls: 0 for no effect and ±100 for the full control effect; nearly all actives have a fitted effect of over 60% in size
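PC12/HTTQ103-GFP, ecdysone-inducible; teb 100 nM; cpd qHTS titration; GFP aggregates read on laser cytometer, Ex 488/Em 500-530 nm.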
Tau fluor counter = counter-screen for tau fibril formation inhibitors. tau K18 P301L Alexa594 fluorescence, heparin fibrillization. Potency, µM (doses to about 57.7 µM), for inactives: top-dose activity change, negative = decrease. 280,000 compounds, 0.93% hits. AID 1463; also: % is scaled to controls: 0 for no effect and ±100 for the full control effect; nearly all actives have a fitted effect of over 55% in size
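Human tau K18 P301L (15 uM unlabeled, 0.24 uM Alexa 594-labeled) in 100 mM sodium acetate pH 7 with 20 uM heparin, 6 hr at 37 C. ThT 30 uM added, 1 hr ambient; Alexa 594 FP and total fluorescence read at 555/632 nm.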
HTT cytoprotect = cytoprotection in Huntington HTT-Q103 PC12 cell model; PC12 HTT-Q103 induced, cytoprotection, ATP luminescence, 40 h; Potency, µM (titrated, usually from 56.4 µM), inactives show cytoprotection (ATP increase), hits mostly activators; 230,000 compounds, 0.14% hits;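 also: % of control where 0% means no effect; nearly all actives have a fitted effect of over 45% in size; toxic huntingtin expression switched on by the ecdysone agonist tebufenozide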
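ATP quantification (ATPlite) reports survival of PC12 cells in which tebufenozide, 100 nM final, switches on Htt exon 1 with 103 glutamines linked to GFP; compounds are titrated.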
Tau fibril FP = blocks human tau fibril formation measured by polarization | P10636 | K18 P301L tau heparin fibrillization, Alexa594 FP, 6 h | Potency, µM (top dose mostly 57.7 µM), inactives show at the top dose activity, negative = inhibition, hits mostly inhibitors | 280,000 compounds, 0.39% hits; also: % is scaled to controls: 0 for no effect and ±100 for the full control effect; nearly all actives have a fitted effect of over 55% in size
Target sequence (P10636 561-689 P618L limits assumed): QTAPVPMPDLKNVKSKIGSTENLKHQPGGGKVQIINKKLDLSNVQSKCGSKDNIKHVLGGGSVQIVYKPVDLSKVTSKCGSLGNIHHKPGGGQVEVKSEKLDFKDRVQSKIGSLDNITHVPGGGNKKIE
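Human tau K18 […] P301L fragment, 15 uM unlabeled plus 0.24 uM Alexa 594-labeled tau (final), with compound and 20 uM heparin in 100 mM sodium acetate pH 7; 6 hr at 37 C, then Alexa 594 FP read.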
Tau ThT inhib = inhibitors of human tau fibril formation, thioflavin T binding | P10636 | recombinant tau K18 P301L, heparin-induced fibrillization, ThT fluorescence | Potency, µM (top dose mostly 57.4 µM), inactives show top-dose activity, negative = inhibition, actives largely listed as inhibitors | 270,000 compounds, 2.1% hits | AID 1460; also: % is scaled to controls: 0 for no effect and ±100 for the full control effect; nearly all actives have a fitted effect of over 55% in size
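Using a mix of unlabeled (15 uM) and Alexa 594-labeled (0.24 uM) tau K18 P301L, heparin-triggered fibrillization over 6 hr at 37 C was scored by ThT fluorescence.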
Active calls of the source: *; ? = inconclusive; nt = not tested or not shown; [ ] = dose if it differs, or a comment. Unless noted, calls follow the shape of the dose curve; as a rule, active = well fitted curve in the direction sought with a large enough effect; inconclusive = small, poorly fitted or top-dose-only effect, or another doubt; inactive = no such curve, though single readings can be large; an effect the other way counts as inactive or inconclusive. Potency is read from the fitted curve at half-maximal effect.

SMILES	KDM4E inh	SMN2 splice enh	ALDH1A1 block	HttQ103 aggreg	Tau fluor counter	HTT cytoprotect	Tau fibril FP	Tau ThT inhib
CCN1CCc2c(OCC(=O)N3N=C(c4cccs4)CC3c3ccc(F)cc3)cccc2C1=O (stereo unspecified)	?	4%	?	?	-7%	-10%[10 µM]	5%	-18%
Cc1ccc(C(c2nnnn2C2CCCCC2)N2CCN3CCCC3C2)cc1 (stereo unspecified)	?	-7%	-13%	-2%	5%	-7%	7%	-4%
CN(C)S(=O)(=O)c1cccc(COC(=O)c2ccc3c(c2)OCO3)c1	-13%	20%	1%	24%	-9%	nt	2%	-5%
O=C(/C=C/Sc1ccccc1)c1ccccc1	-7%	15%	7.9µM*	?	-20%	-45%[inhibitor]	?	?
COC(=O)c1c(C(=O)OC)c(-c2ccc(C)cc2)n2c1CCC2	3%	-27%	?	?	-9%	-15%	-7%	-12%
CCOc1cc(/C=N/NC(=O)Cn2nc([N+](=O)[O-])cc2C)cc(Br)c1OCc1ccccc1F	-7%	-20%	0%	7%[9.22 µM]	?	-48%[inhibitor]	?	-19%
CCCCN(C)C(=O)c1cc2cc3ccc(OC)cc3nc2s1	?	6.3µM*	?	14%	-12%	-41%[inhibitor]	-6%	-14%
Clc1ccccc1/C=N/c1cc(-c2ccccc2)nn1-c1ccccc1	-4%	-4%	4%	3%	2%	-8%	-5%	10%
CCCCN(CC)CCNC(=O)C1CCN(S(=O)(=O)c2cccc3nsnc23)CC1	nt	-7%	nt	nt	-5%	nt	1%	3%
O=[N+]([O-])c1ccccc1S(=O)(=O)N1CCN(Cc2cc3c(cc2O)OCO3)CC1	-10%	8%	1.9µM*	10%	11µM*[quencher]	-40%[inhibitor]	?	?
Fc1ccc(C(c2nnnn2C2CCCC2)N2CCN(Cc3ccccc3)CC2)cc1 (stereo unspecified)	0%	nt	?	12%	-9%	-9%	0%	-23%
COc1cccc(OC)c1CN1CCCC(C(=O)c2ccccc2SC)C1 (stereo unspecified)	-16%	nt	0%	-18%[9.22 µM]	-5%	-2%[10 µM]	-3%	4%
CN=C1SC(CC(=O)Nc2ccc(C(=O)O)cc2)C(=O)N1C (stereo unspecified)	5%	2%	-8%	7%	-1%	11%	1%	-1%
Cc1ccsc1CNn1cnnc1SCc1ccc(Cl)cc1	-2%	-9%	5%	-10%	-10%	7%[10 µM]	0%	0%
CCOC(=O)c1ccc(COC(=O)c2ccc3c(c2)-c2ccccc2C3=O)cc1	6%	-20%	-3%	3%	-25%	-4%	2%	?
O=C(Cc1ccc(Cl)cc1Cl)OCC(=O)c1ccc[nH]1	4%	-19%	19%	-1%	-20%	10%	1%	-15%
CN(C(N)=S)c1ccccc1	3%	-7%	9%	7%	-3%	-9%	-2%	-4%
CC(=O)NCC(=O)NC(C(=O)Nc1ccc2c(c1)OCCO2)c1ccc(C)cc1 (stereo unspecified)	-4%	12%	3%	5%	-5%	2%	-5%	-9%
COc1cccc(/C=N/NC(=S)NC2CC3CC2C2C=CCC32)c1O (stereo unspecified)	-6%	nt	nt	-28%[9.22 µM]	0%	-20%[10 µM]	9%	-4%
CCn1cc(S(=O)(=O)CC(=O)Nc2ccc3c(c2)OCO3)c2ccccc21	-3%	nt	nt	4%[9.22 µM]	-1%	-8%[10 µM]	2%	1%
Cc1nc2ccc(S(=O)(=O)NCC(=O)N(C)Cc3ccccc3)cc2s1	1%	-26%	?	-2%	1%	-22%	1%	-5%
Cc1nc2c(cc(Oc3ccc(S(=O)(=O)N4CCOCC4)cn3)c3ccsc32)s1	?	-24%	?	-32%	-18%	-22%[10 µM]	9%	7%
CC(=O)OC1COC(OC2C(O)C(C)OC(OC3C(OC4CCC5(C)C(CCC6(C)C5CC=C5C7CC(C)(C)CCC7(C(=O)O)CCC56C)C4(C)CO)OCC(O)C3O)C2O)C(O)C1OC(C)=O (stereo unspecified)	1%	nt	3%	-21%[9.22 µM]	3%	-38%[10 µM]	-3%	-4%
COc1ccc(CCN(Cc2cc3cccc(C)c3[nH]c2=O)C(=O)N2CCCC2)cc1OC	-8%	?	?	7%	-7%	10%	-9%	-2%
O=C(NCCCN1CCCC1)C1CCN(C(=O)c2cc3sccc3n2Cc2ccc(F)cc2)CC1	-5%	0%	?	15%[9.22 µM]	-3%	-3%	14%	-17%
COC(=O)CCC(=O)Nc1ccc(N=Nc2ccccc2)cc1	-6%	?	?	10%	?	-61%[inhibitor]	-11%	11µM*
Cc1noc(C)c1COc1cccc(C(=O)OC(C)C#N)c1 (stereo unspecified)	-13%	-1%	?	-2%	6%	8%[10 µM]	2%	9%
CCOC(=O)C1C(=O)N(C(=O)c2ccc(OC)cc2)CC1c1ccccc1 (stereo unspecified)	10%	?	?	-1%	-1%	-9%	6%	1%
Cc1ccc2cc(C#N)c(SCC(=O)NCC3CCCO3)nc2c1 (stereo unspecified)	10%	-1%	-10%	-6%	-2%	-28%	0%	2%
Cc1ccc(NC(=O)COC(=O)C2CCC(=O)N2)c(S(=O)(=O)N2CCOCC2)c1 (stereo unspecified)	3%	14%	-2%	7%	1%	18%	8%	-7%

Looked up above.
Under Tau ThT inhib, `O=C(Cc1ccc(Cl)cc1Cl)OCC(=O)c1ccc[nH]1` is listed with -15%
Under HttQ103 aggreg, `Cc1nc2c(cc(Oc3ccc(S(=O)(=O)N4CCOCC4)cn3)c3ccsc32)s1` is listed with -32%
Under HTT cytoprotect, `COc1ccc(CCN(Cc2cc3cccc(C)c3[nH]c2=O)C(=O)N2CCCC2)cc1OC` is listed with 10%

The list continues:
SMILES	KDM4E inh	SMN2 splice enh	ALDH1A1 block	HttQ103 aggreg	Tau fluor counter	HTT cytoprotect	Tau fibril FP	Tau ThT inhib
O=C1CC(N(Cc2ccco2)C(=O)Nc2ccc(F)cc2)C(=O)N1c1ccc(F)cc1 (stereo unspecified)	11%	25%	?	5%	-2%	-26%[0.074 µM]	-2%	6%
CC1(C)Cc2cccc(OCC(=O)Nc3ccc(OCC(N)=O)cc3)c2O1	-1%	4%	-1%	19%	-2%	-8%	5%	-3%
COc1ccc(-c2nnn(CC(=O)N(CCCO)C(C(=O)NC3CCCC3)c3ccc(F)cc3)n2)cc1 (stereo unspecified)	-9%	nt	-1%	12%[9.22 µM]	5%	2%[10 µM]	1%	4%
O=C1c2ccccc2C(Nc2ccc(Cl)cc2)N1CCN1CCOCC1 (stereo unspecified)	1%	13%	?	?	-8%	-16%	6%	-16%
COc1cc(C(=O)Nc2ccc3oc(-c4ccccc4)nc3c2)cc(OC)c1OC	nt	13%	nt	nt	?	nt	?	15%
O=C1c2cccnc2C(=O)N1Cc1ccc(F)cc1	-2%	-4%	-4%	-13%	11%	15%	6%	17%
CC(=O)Nc1ccc(S(=O)(=O)N(C)CC(=O)OCC(=O)NC(C)C23CC4CC(CC(C4)C2)C3)cc1 (stereo unspecified)	-6%	2%	-7%	-11%	-20%	8%[10 µM]	0%	4%
COc1cccc(C(=O)/C=C/Nc2ccc(S(=O)(=O)Nc3nc(C)cc(C)n3)cc2)c1	?	-13%	?	-9%	-4%	22%[10 µM]	-4%	-10%
Cc1cc(C(=O)OCC(=O)Nc2cc(S(=O)(=O)N(C)C)ccc2Cl)c2ccccc2n1	0%	15%	-8%	16%	-4%	-19%	1%	3%
O=c1oc(/C=C/c2ccco2)nc2sc3c(c12)CCC3	-5%	15%	1%	17%	-6%	1%	-1%	?
CN(Cc1cn(C)nc1-c1ccccc1F)Cc1nccn1C	-8%	5%	3%	3%[9.22 µM]	8%	?	9%	-2%
Cn1ccnc1SCC(=O)Nc1ccc(Oc2ccccc2)cc1	2%	-7%	-14%	-7%	-10%	-28%	0%	-9%
COc1ccc(Cl)cc1C(=O)NCc1ccco1	0%	nt	nt	-16%[9.22 µM]	1%	11%[10 µM]	2%	nt
FC(F)(F)c1nnc(-c2ccccc2)nc1Sc1ccccc1	2%	21%	11%	?	-16%	-90%[inhibitor]	?	?
Cc1ccc(OCc2ccc(C(=O)Nc3nccs3)o2)cc1C	-26%	32%	?	-18%	-28%	-22%	-2%	-13%

Tau ThT inhib, hit marks shown above
| SMILES | KDM4E inh | SMN2 splice enh | ALDH1A1 block | HttQ103 aggreg | Tau fibril FP | Tau ThT inhib |
| --- | --- | --- | --- | --- | --- | --- |
| COC(=O)CCC(=O)Nc1ccc(N=Nc2ccccc2)cc1 | -6% | ? | ? | 10% | -11% | 11µM* |

Other results follow:
SMILES	KDM4E inh	SMN2 splice enh	ALDH1A1 block	HttQ103 aggreg	Tau fluor counter	HTT cytoprotect	Tau fibril FP	Tau ThT inhib
C=C1C(=O)C23C(O)C1CCC2[C@]12COC3(O)C(O)C1C(C)(C)CC[C@H]2O (stereo partly specified)	?	-108%[inhibitor]	?	nt	6%	nt	-8%	-11%
COC(=O)C(NC=O)C(O)(Cc1ccccc1)C(F)(F)F (stereo unspecified)	1%	-1%	8%	-4%	-3%	14%	1%	3%
O=C(Nc1ccc(Cl)cc1F)C1CCN(S(=O)(=O)c2cccnc2)CC1	6%	-5%	-2%	?	-10%	5%	-5%	-12%
CCc1ccc(NC(=S)NCC2CCCN2CC)cc1 (stereo unspecified)	-1%	-14%	-4%	1%	-10%	-18%	2%	-5%
O=c1[nH][nH]cc1C=NCc1cccnc1	-1%	12%	9%	6%	-3%	-10%	-8%	-5%
CC(C)(C)C(=O)Nc1cccc(C(=O)c2cccc(NC(=O)C(C)(C)C)c2)c1	12%	2%	-1%	-12%	-17%	-13%	0%	-6%
C=CCn1c(SCc2nc3ccccc3[nH]2)nnc1-c1ccc(OC)cc1	-1%	-20%	-1%	-2%	-2%	-11%	-3%	-7%
Nc1nc2n(n1)C(c1cccs1)CC(c1ccccc1)N2 (stereo unspecified)	-15%	-9%	-2%	-5%	-1%	-4%	3%	-2%
O=C(CN(Cc1ccc2c(c1)OCO2)C(=O)CSc1nc2ccccc2o1)NC1CCCCC1	6%	-11%	?	-10%	-16%	-1%	-13%	-14%
COc1cccc(NC(=O)CN(C)C(C)C(=O)Nc2ccc(S(=O)(=O)N3CCCC3)cc2)c1 (stereo unspecified)	2%	-6%	?	14%	-16%	18%	?	0%

Assay outcomes (PubChem)

An excerpt. The share of hits here may be higher or lower than overall.
